Assay outcomes: PubChem BioAssay, several laboratories
Yfh1-off respiration = enhancers of respiration in Yfh1-depleted yeast, dose response, Friedreich's ataxia, plus single-dose screen (AID 1465). S. cerevisiae Yfh1-off respiration, WST-1 reduction, 72 h; higher fold induction means a stronger effect. 0.074% of 220,000 active. fold induction at 50 µM; hits with a dose series show EC50 in µM;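 active = fold induction of absorbance versus untreated yeast above a set limit, then at least 30% activation at any dose in follow-up; inconclusive = repeats straddling the limit, or above it without dose testing; inactive = fold induction below the set limit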;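 note: activators that raise dye reduction in frataxin-depleted yeast; strong numbers were not always called active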
HIV peptide binding = cell-free HIV fusion peptide-binding blockers – biochemical, uHTS, fluorescence dequenching, primary screen (AID 1986); one-dose inhibition, % at 20 µM; IC50 in µM for titrated hits; cell-free peptide binding, fluorescence dequenching, 30 min; higher % means a stronger effect; 0.3% of 290,000 active; in the data active = inhibition mostly above about 52%, no sharp cut-off; inactive = mostly below about 76%; note: some results filed as inactive read as strong as hits
NS5 inhibitors = Dengue-2 NS5 methyltransferase inhibitors, primary screen, biochemical, confirmation dose response (AID 588689); Dengue-2 NS5 methyltransferase capping enzyme assay, biochemical; higher % means a stronger effect; 0.3% of 340,000 active; one-dose inhibition, % at 25 µM; IC50 in µM for titrated hits; in the data active = a potency from the dose series; inconclusive = inhibition above about 29% without an active follow-up result
KOR beta-arrestin-1 = kappa opioid receptor blockers – cell-based, luminescence, uHTS (AID 1778); KOR beta-arrestin recruitment, luminescence, antagonist mode; higher % means a stronger effect; inhibition, % at 10 µM; hits with a dose series show IC50 in µM; 0.091% of 290,000 active; note: strong numbers were not always called active
NOD1 inhibition = inhibition of NOD1-driven NF-kB reporter – cell-based, luminescence, uHTS, primary screen (AID 1578) | 1% of 290,000 active | inhibition, % at 4 µM, or EC50 in µM where a hit was titrated | NOD1-driven NF-kB luciferase reporter cells, luminescence; higher % means a stronger effect; in the data active = inhibition mostly above about 36%, no sharp cut-off; inactive = mostly below about 34%;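 note: HEK-293T reporter cells stimulated with the NOD1 agonist gamma-tri-DAP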
NOD2 inhibition = NOD2 signaling inhibitors, cell-based, luminescence, uHTS, HEK293 (AID 1566); 0.63% of 290,000 active; inhibition, % at 4 µM, or EC50 in µM where a hit was titrated; HEK293 NOD2/NF-kB luciferase reporter, luminescence; higher % means a stronger effect; note: many of its hits are not listed in these tables
KOR beta-arrestin-2 = KOR agonists, beta-arrestin recruitment, primary screen, cell-based, luminescence, uHTS (AID 1777); KOR beta-arrestin recruitment, luminescence; higher % means a stronger effect; activation, % at 10 µM, or EC50 in µM where a hit was titrated; 0.02% of 280,000 active; in the data active = activation above about 50%, passing the limit was not always enough; note: a part of the inactive calls stands beside numbers as strong as those of hits
West Nile antiviral = inhibition of WNV-induced cytopathic effect – cell-based, CPE readout (AID 1621). West Nile virus-infected cells, CPE inhibition; higher % means a stronger effect. CPE inhibition, % at 10 µM, or IC50 in µM where a hit was titrated. 0.02% of 290,000 active; in the data active = a potency from the dose series; inconclusive = CPE inhibition mostly from about 3.7% at the one dose, without a potency; inactive = the rest, 99 in 100 with CPE inhibition below about 2.2%; note: strong numbers were not always called active
AID2073 = inhibitors of Mint1-CaV2.2 protein interaction, biochemical, HTRF (AID 2073); inhibition, % at 20 µM, or IC50 in µM where a hit was titrated; 0.19% of 290,000 active; HTRF protein-protein interaction, Mint1-CaV2.2; higher % means a stronger effect; in the data active = inhibition mostly above about 51%, no sharp cut-off; inconclusive = no clear call, values can overlap the other calls; inactive = mostly below about 53%; note: some results filed as inactive read as strong as hits
NS5 inhibitors pilot replicate = second read-out of NS5 inhibitors, no call of its own (marks repeat the call); inhibition, %; measured here: pilot screen replicate inhibition
Numbers without * were called inactive; i = inactive; ? = inconclusive; nt = not tested or not shown; [ ] = dose if it differs, or a comment. Cut-off read from the data, not from the text of the source, unless noted: active = inhibition above about 50%; inactive = the rest. These rows are one share of the data, so the mix of outcomes need not match the whole.

SMILES | Yfh1-off respiration | HIV peptide binding | NS5 inhibitors | KOR beta-arrestin-1 | NOD1 inhibition | NOD2 inhibition | KOR beta-arrestin-2 | West Nile antiviral | AID2073 | others
Cc1cccc(N2C(=O)CC(N3CCN(C(=O)c4ccccc4)CC3)C2=O)c1 (configuration not stated) | i | -3.5% | -3% | 27% | -3% | 0% | -4.7% | -0.3% | 0% | NS5 inhibitors pilot replicate=-3.6
O=C(Nc1ccccc1)OCN1C(=O)c2ccccc2C1=O | i | -1.4% | ? | -14% | 7% | 4% | 2.8% | 1.0% | 9%
OCCn1nc2c3ccccc3nc-2n(-c2ccccc2)c1=S | i | -4.3% | -5% | 30% | 13% | -5% | -4.0% | 0.6% | -27%
CCOc1ccc(C2=NNC(c3cccs3)=Nc3ccc(OC)cc32)cc1 | i | -0.7% | -2% | -31% | 1% | -20% | 12% | -0.2% | 9%
O=C(N/N=C\c1ccc(OC(=O)c2ccco2)cc1)c1ccc(Cl)cc1 | i | 1.7% | -2% | -11% | -19% | -25% | -1.9% | 0.2% | 28%
Fc1ccc(Sc2nc(-c3ccccc3)nnc2C(F)(F)F)cc1 | i | -0.9% | nt | 44% | nt | nt | -5.7% | -0.8% | -11%
Cc1cc(NC(=O)c2ccc(-c3ccccc3F)o2)no1 | i | -1.2% | -2% | 12% | -66% | -48% | 0.3% | 0.1% | 7%
CCOC(=O)c1nnn(CC(=O)NC(=O)Nc2ccccc2)c1C(=O)OCC | i | 2.2% | -5% | 13% | -7% | 4% | -0.3% | 0.6% | 8%
COc1ccc(CCC(=O)Nc2ccccc2C(F)(F)F)cc1 | i | 0.0% | -4% | nt | -8% | 5% | -2.0% | -0.3% | -10%
N#C/C(=C\c1ccc([N+](=O)[O-])cc1)c1ccccn1 | i | -2.8% | 1% | 18% | -27% | -95% | -4.3% | 0.8% | -2%
CC(C)C[C@H]1CN=C(Nc2ccccc2)N1CCCCc1ccccc1 | nt | -1.2% | 0% | -26%[20 µM] | -23% | 1% | -3.0% | -1.9% | 11%
Fc1ccc(CNc2ccccn2)cc1 | nt | 0.3% | -2% | -8% | 42% | 0% | 0.7% | -0.3% | 2%
O=C(NN=C1CCCC1)c1ccc(Br)cc1 | nt | 0.1% | -2% | -12%[20 µM] | -2% | 5% | -4.9% | -0.5% | 8%
CN1CCN(C(=S)c2ccc(-c3cccc([N+](=O)[O-])c3)o2)CC1 | i | 2.6% | -1% | 0% | -16% | -122% | 1.6% | -1.2% | -31%
Cn1c(=O)c([N+](=O)[O-])c(NCc2ccccc2)c2ccccc21 | i | -2.3% | -8% | 34% | -23% | 17% | -2.9% | 0.1% | -21%
O=C(Nc1ccccc1Cl)c1ccc(-n2cccn2)c([N+](=O)[O-])c1 | i | 3.7% | -4% | -32%[20 µM] | -9% | 26% | 0.9% | 0.5% | 3%
CC(CNC(=O)c1ccccc1Cl)c1ccccc1 (configuration not stated) | nt | 0.9% | -2% | -14%[20 µM] | -41% | -20% | 1.4% | -1.0% | 2% | NS5 inhibitors pilot replicate=-4.2
C=CCN1C(=O)C(Cc2cccc(C)c2)SC1=Nc1ccc(C(=O)O)cc1 (configuration not stated) | i | 4.2% | -6% | 2% | -8% | 21% | -3.3% | 0.6% | -3%
COC(=O)c1c(NC(=O)C2CC2)sc(C(=O)Nc2ccccc2)c1C | i | -1.7% | -8% | -4% | -71% | -40% | -4.0% | -0.1% | 2%
CC(=O)c1ccc(NC(=O)CSc2ccc3nnc(-c4ccccn4)n3n2)cc1 | nt | 0.8% | 5% | 10% | -7% | 3% | -1.4% | -0.1% | 21%
COCCCC1CCN(C(=O)C2CCC(=O)N(Cc3cccc(F)c3)C2)CC1 (configuration not stated) | nt | -0.7% | -5% | -7% | -24% | 6% | 1.8% | 0.2% | 4%
Cc1ccc(-c2nc(=S)c3c(n2Cc2cccnc2)CC(C)(C)OC3)cc1 | i | -1.1% | -4% | 17% | -5% | 11% | -0.2% | -0.1% | 15%
Cc1cc(C)cc(N(C(C)C(=O)NC2CCCC2)S(C)(=O)=O)c1 (configuration not stated) | i | 0.8% | 2% | -6% | 1% | -2% | -0.9% | -0.2% | 12%
O=C1Nc2ccccc2N(O)N1c1ccc(S(=O)(=O)Nc2ccccn2)cc1 | i | 1.0% | -6% | -3% | -38% | -4% | 1.3% | 1.9% | -1%
O=C(CN1CCCC1=O)NC1C2CC3CC(C2)CC1C3 (configuration not stated) | i | 2.2% | 1% | nt | -39% | 12% | -0.1% | -1.1% | 0%

Reprinted from above, three compounds:
SMILES | Yfh1-off respiration | HIV peptide binding | NS5 inhibitors | KOR beta-arrestin-1 | NOD1 inhibition | NOD2 inhibition | KOR beta-arrestin-2 | West Nile antiviral | AID2073 | others
Cc1cccc(N2C(=O)CC(N3CCN(C(=O)c4ccccc4)CC3)C2=O)c1 (configuration not stated) | i | -3.5% | -3% | 27% | -3% | 0% | -4.7% | -0.3% | 0% | NS5 inhibitors pilot replicate=-3.6
O=C(Nc1ccccc1)OCN1C(=O)c2ccccc2C1=O | i | -1.4% | ? | -14% | 7% | 4% | 2.8% | 1.0% | 9%
OCCn1nc2c3ccccc3nc-2n(-c2ccccc2)c1=S | i | -4.3% | -5% | 30% | 13% | -5% | -4.0% | 0.6% | -27%

Part of the list above in order of length of the SMILES, high to low.
SMILES | Yfh1-off respiration | HIV peptide binding | NS5 inhibitors | KOR beta-arrestin-1 | NOD1 inhibition | NOD2 inhibition | KOR beta-arrestin-2 | West Nile antiviral | AID2073 | others
Cc1cccc(N2C(=O)CC(N3CCN(C(=O)c4ccccc4)CC3)C2=O)c1 (configuration not stated) | i | -3.5% | -3% | 27% | -3% | 0% | -4.7% | -0.3% | 0% | NS5 inhibitors pilot replicate=-3.6
Cc1ccc(-c2nc(=S)c3c(n2Cc2cccnc2)CC(C)(C)OC3)cc1 | i | -1.1% | -4% | 17% | -5% | 11% | -0.2% | -0.1% | 15%
CCOC(=O)c1nnn(CC(=O)NC(=O)Nc2ccccc2)c1C(=O)OCC | i | 2.2% | -5% | 13% | -7% | 4% | -0.3% | 0.6% | 8%
COC(=O)c1c(NC(=O)C2CC2)sc(C(=O)Nc2ccccc2)c1C | i | -1.7% | -8% | -4% | -71% | -40% | -4.0% | -0.1% | 2%
CCOc1ccc(C2=NNC(c3cccs3)=Nc3ccc(OC)cc32)cc1 | i | -0.7% | -2% | -31% | 1% | -20% | 12% | -0.2% | 9%
COc1ccc(CCC(=O)Nc2ccccc2C(F)(F)F)cc1 | i | 0.0% | -4% | nt | -8% | 5% | -2.0% | -0.3% | -10%
Fc1ccc(CNc2ccccn2)cc1 | nt | 0.3% | -2% | -8% | 42% | 0% | 0.7% | -0.3% | 2%

The results go on.
SMILES | Yfh1-off respiration | HIV peptide binding | NS5 inhibitors | KOR beta-arrestin-1 | NOD1 inhibition | NOD2 inhibition | KOR beta-arrestin-2 | West Nile antiviral | AID2073 | others
Cc1ccc(NCc2ccc(O)c3ncccc23)cc1C | ? | -2.7% | 2% | 7%[20 µM] | 20% | 0% | nt | -0.7% | -4%
CC(=O)c1ccc(Nc2ncnc3c2oc2ccccc23)cc1 | i | -1.7% | 1% | -20% | -37% | -246% | 1.0% | -0.1% | 18%
Cc1ccc(S(=O)(=O)N(CC(=O)NCCSc2ccccn2)c2cc(C)cc(C)c2)cc1 | i | 2.2% | 2% | 17% | 45% | 5% | 1.6% | -0.4% | 22%
CC1=C2C(CCS2(=O)=O)CC2(C1)C(=O)OC(C)(C)OC2=O (configuration not stated) | i | 2.8% | 6% | -6% | -8% | 23% | 6.1% | -0.2% | 12%
COc1ccc(CNC(=S)NC2CCCC2)cc1 | i | -1.0% | 5% | 9% | -9% | 16% | -4.5% | -0.7% | 11%
Cc1nc2[nH]c(=S)[nH]c2cc1Br | i | 9.9% | -9% | -18% | -2% | 3% | 0.7% | -0.1% | -5%
CCCCNC(=O)/C(C#N)=C/c1ccc(-c2ccc(S(=O)(=O)N3CCOCC3)cc2)o1 | i | 0.7% | 2% | 24% | 6% | -3% | 16% | 0.1% | 6%
O=C1c2ccccc2C(=O)N1/N=C/c1ccc(Oc2ccc([N+](=O)[O-])cn2)cc1 | i | -0.8% | -3% | i | -11% | 14% | 24% | 0.8% | 0%
O=c1[nH]oc2cc(Cl)ccc12 | i | 0.0% | -5% | 2% | -8% | 12% | 3.9% | -0.2% | -2%
COc1ccccc1Nc1ncnc2sccc12 | nt | 1.9% | -3% | -10% | -5% | 8% | 1.2% | -0.1% | 15%
COc1cccc(C(=O)N2CCN(Cc3ccccn3)CC2)c1OC | nt | -3.9% | -2% | 11% | -3% | 8% | -0.9% | 0.3% | -5%
COc1ccc(C(=O)NCCSc2ccccc2)cc1OC | i | -1.3% | -15% | 5% | -43% | -52% | -0.6% | 0.2% | -1%
CC(C)C(OC(=O)c1cccs1)C(=O)NCCc1ccccc1 (configuration not stated) | nt | 1.2% | 0% | 10% | -10% | -19% | 2.6% | -0.4% | 10%
COc1ccccc1/C=N/OCC(=O)NCc1ccc2c(c1)OCO2 | i | 2.8% | -1% | 4% | -8% | -5% | -3.4% | 0.0% | -4%
CC1CCN(C(=O)CSc2nnc3c(n2)[nH]c2ccccc23)CC1 | nt | 6.5% | -6% | 1% | 16% | 38% | -1.5% | -0.4% | -20%
O=C1CN2NC(=S)N(c3ccc(Cl)cc3)C2=CN1c1ccc(Cl)cc1 | i | -1.2% | -3% | -2%[20 µM] | -6% | 3% | -5.7% | 1.4% | -3%
O=C(c1ccc(S(=O)(=O)N2CCCC2)cc1)N1CCN(c2ccccc2)CC1 | nt | 1.0% | 7% | 37% | -8% | 19% | -2.3% | -1.1% | 11%
NNC(=O)c1ccc(COc2cccc3ccccc23)cc1 | i | -1.3% | -4% | 9% | -33% | -7% | 0.3% | -0.2% | 4%
Cn1cc(CN(Cc2ccccc2)C[C@@H]2CCC(=O)N2)c(-c2ccccc2F)n1 | i | -0.2% | nt | 33%[20 µM] | -35% | 8% | nt | -1.0% | 2%
O=C(c1ccccc1)N1CCN(CC#CC2(O)CCCCC2)CC1 | i | -1.2% | -8% | -23% | -8% | -4% | 1.8% | -0.8% | -13%
O=S(=O)(c1ccc(-c2csc(-c3cccnc3)n2)cc1)N1CCOCC1 | i | 0.8% | -3% | -3% | -23% | 11% | -1.5% | -0.8% | -12%
CCN1C(=O)C2C(c3cccc(F)c3)NC(C)(C(=O)OC)C2C1=O (configuration not stated) | i | 2.8% | -4% | 24% | -8% | -18% | 8.3% | 0.9% | 8%
O=C(Nc1ccc(Cl)cn1)c1ccccc1SCc1ccccc1 | nt | 1.6% | -2% | 13% | -10% | 4% | -1.1% | 0.9% | -2%
CN(C)c1oc(/C=C/c2ccccc2)nc1C#N | i | -1.6% | -4% | 33% | -56% | -35% | -3.1% | -0.8% | 27%
